Assay outcomes: PubChem, National Center for Advancing Translational Sciences (NCATS)
TGFb inhibitor: TGF-b pathway inhibition | HepG2 CAGA-GFP TGF-b/SMAD3 reporter, GFP fluorescence, 18 h; TGF-beta stimulated, 500 pg/mL final | Potency, µM (titrated, usually from 46.1 µM), for the others: at the top dose activity, negative = inhibition, usual class: inhibitors | 1.2% of 410,000 active | AID 588855; also: % is scaled to controls: 0 for no effect and ±100 for the full control effect; nearly all actives have a fitted effect of over 65% in size
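TGF-beta reporter screen: HEPG2 CAGA-GFP, 1% FBS, 500 pg/mL TGF-beta final, 18 h; per-cell GFP summed per well; curves fitted and categorized by class.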
ATXN2 expr inh: inhibitors of ATXN2 expression. HEK-293 ATXN2-luciferase reporter, luminescence, 24 h. Potency, µM (highest dose often 57 µM), for the others: top-dose activity change, negative = inhibition, most hits filed as inhibitors. 0.72% of 360,000 active; also: % is scaled to controls: 0 for no effect and ±100 for the full control effect; nearly all actives have a fitted effect of over 55% in size
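ATXN2-luciferase reporter cells (luciferase flanked by upstream and downstream ATXN2 gene portions) were treated 24 h at 37 °C with compounds at up to 57 uM. SteadyGlo luminescence gave expression; GF-AFC fluorescence gave viability.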
S2 tox: cell viability loss in ATXN counter-screen; S2 cells (HEK-293 line with an ATXN2-luciferase reporter) viability, CellTiter-Fluor protease fluorescence, 24 h; Potency, µM (doses to about 56.7 µM), actives largely listed as cytotoxic; 0.49% of 400,000 active; AID 651635; also: nearly all actives have a fitted effect of over 40% in size
MCF10A rereplic: inducers of DNA re-replication in MCF 10A breast cells; MCF 10A DNA re-replication, Hoechst nuclear intensity, 48 h; Potency, µM (doses to about 46.1 µM), inactives show at the top dose activity, positive = re-replication, hits mostly activators; 2.9% of 350,000 active; also: % of control where 0% means no effect; nearly all actives have a fitted effect of over 50% in size
Nrf2 inh: Nrf2 pathway inhibition; A549 ARE-Fluc reporter, luciferase luminescence, 18-24 h; Potency, µM (top dose mostly 46 µM), inactives show top-dose activity change, negative = inhibition, usual class: inhibitors; 2.1% of 360,000 active; also: % is scaled to controls: 0 for no effect and ±100 for the full control effect; nearly all actives have a fitted effect of over 60% in size
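Concentration-response testing used A549 ARE_Fluc cells at 5000 cells/well. Following an 18-24 h compound incubation, viability was read by fluorescence (Ex 405/Em 525) and luciferase output by luminescence.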
Nrf2 ARE act: Nrf2 pathway activation | AREc32 ARE-luciferase reporter (MCF7-derived line), luminescence, 24 h | 0.31% of 410,000 active | Potency, µM (doses to about 46.1 µM), for the others: at the highest dose activation, actives largely listed as activators | AID 624171; also: % of control where 0% means no effect; nearly all actives have a fitted effect of over 65% in size
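Quantitative high-throughput format: AREc32 reporter cells, 1000 per well, received compound by pin transfer and were incubated 24 hr at 37 deg C, 5% CO2, before Steady-Glo luminescence detection.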
HepG2 tox: kills HepG2 cells in TGF-b inhibitor counter-screen. 0.76% of 410,000 active. Potency, µM (series often up to 46.1 µM), inactives show at the top dose activity change, negative = cytotoxicity, actives largely listed as cytotoxic. HepG2 CAGA-GFP viability, ATP luminescence, 18 h; also: some results filed as inactive show a strong effect at the top dose
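CellTiter-Glo luminescence gave cytotoxicity after 18 hours at 37 degrees C. The cells were HepG2 CAGA-GFP in 1% FBS DMEM, stimulated with 500 pg/mL TGF-beta after compound addition. %Activity was normalised to no-cell wells (complete cell-killing) and DMSO (no toxicity), and curves were fitted and classified.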
A549 viability: counter-screen for Nrf2 inhibitors: cytotoxicity in A549 cells; A549 ARE-Fluc cells, CellTiter-Fluor viability, 18-24 h; Potency, µM (titrated, usually from 46 µM), without a hit: top-dose activity change, negative = cytotoxicity, most hits filed as inhibitors; 0.16% of 390,000 active; AID 504648; also: % is scaled to controls: 0 for no effect and ±100 for the full control effect
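A549 ARE-Fluc cells in 5% FBS OPTI-MEM, 5000 cells/well, rested 2 h then exposed to compounds in concentration-response for 18-24 h at 37 °C. Viability by CellTiter-Fluor fluorescence (Ex 405/Em 525) after 30 min; luciferase luminescence (BugLite, 15 min, RT) read afterwards.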
EPAC2 antag: blocks human EPAC2 exchange factor; Q8WZA2; Potency, µM (series often up to 114 µM), inactives show top-dose activity, negative = inhibition, most hits filed as inhibitors; EPAC2 GEF exchange of Rap1B-BODIPY-GDP, fluorescence; 0.18% of 360,000 active; AID 720708; also: % is scaled to controls: 0 for no effect and ±100 for the full control effect; nearly all actives have a fitted effect of over 45% in size; many of its hits are not listed in these tables
Target sequence (Q8WZA2 whole entry, looked up): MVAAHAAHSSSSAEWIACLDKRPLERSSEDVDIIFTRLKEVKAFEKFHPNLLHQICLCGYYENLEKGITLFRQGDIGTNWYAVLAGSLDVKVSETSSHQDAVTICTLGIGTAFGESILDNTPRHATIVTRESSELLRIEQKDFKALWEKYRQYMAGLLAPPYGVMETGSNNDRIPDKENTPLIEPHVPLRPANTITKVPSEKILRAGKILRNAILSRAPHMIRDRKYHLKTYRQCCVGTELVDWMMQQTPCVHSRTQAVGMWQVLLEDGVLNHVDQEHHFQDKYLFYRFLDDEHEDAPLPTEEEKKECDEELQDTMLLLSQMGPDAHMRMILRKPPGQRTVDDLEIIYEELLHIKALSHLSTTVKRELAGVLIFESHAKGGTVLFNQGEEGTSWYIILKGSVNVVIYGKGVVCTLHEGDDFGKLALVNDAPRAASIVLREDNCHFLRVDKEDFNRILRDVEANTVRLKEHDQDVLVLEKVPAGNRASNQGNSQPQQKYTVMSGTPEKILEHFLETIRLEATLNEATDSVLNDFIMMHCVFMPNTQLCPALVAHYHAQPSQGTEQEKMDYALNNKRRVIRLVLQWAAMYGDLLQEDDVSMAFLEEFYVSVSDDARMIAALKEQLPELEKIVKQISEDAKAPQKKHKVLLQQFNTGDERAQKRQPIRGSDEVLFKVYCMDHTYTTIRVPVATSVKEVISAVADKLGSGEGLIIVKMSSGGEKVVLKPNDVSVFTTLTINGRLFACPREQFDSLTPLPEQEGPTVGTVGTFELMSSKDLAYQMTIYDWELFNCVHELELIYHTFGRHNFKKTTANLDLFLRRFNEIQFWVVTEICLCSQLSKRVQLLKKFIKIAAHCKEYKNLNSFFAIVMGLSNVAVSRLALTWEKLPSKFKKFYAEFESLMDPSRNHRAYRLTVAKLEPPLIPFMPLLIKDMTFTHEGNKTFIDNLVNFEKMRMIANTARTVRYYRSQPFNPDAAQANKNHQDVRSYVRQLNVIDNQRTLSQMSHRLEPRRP
Numbers without * were called inactive; [ ] = remark or other dose. Calls follow the shape of the dose curve; as a rule, active = well fitted curve in the direction sought with a large enough effect; inconclusive = small, poorly fitted or top-dose-only effect, or another doubt; inactive = no such curve, though single readings can be large; an effect the other way counts as inactive or inconclusive. Potency is read from the fitted curve at half-maximal effect. The list is partial; count on the stated rates, not on these rows.

For O=C(NC1CCSc2ccccc21)c1cc(S(=O)(=O)N2CCOCC2)ccc1F (stereo not drawn) the results were TGFb inhibitor 6%, ATXN2 expr inh 2%, S2 tox inactive, MCF10A rereplic -6%, Nrf2 inh -9%, Nrf2 ARE act -0.3%, HepG2 tox 10%, A549 viability -5% and EPAC2 antag -1%.
For COc1ccc(C(=O)NCC(=O)NCC2(N(C)C)CCCCC2)cc1OC the results were TGFb inhibitor 0%, ATXN2 expr inh 2%, S2 tox inconclusive, MCF10A rereplic 0%, Nrf2 inh 8%, Nrf2 ARE act -0.5%, HepG2 tox -20%, A549 viability -3% and EPAC2 antag 3%.
COc1cccc(C(=O)Nc2cc(C(=O)NCc3ccc(C)cc3)ccc2N2CCC3(CC2)CC(c2cccc(Br)c2)=NO3)c1 was read as TGFb inhibitor -1%, ATXN2 expr inh -4%, S2 tox inactive, MCF10A rereplic 7%, Nrf2 inh 1%, Nrf2 ARE act -0.2%, HepG2 tox -4%, A549 viability -1% and EPAC2 antag 33%[activator].
O=[N+]([O-])c1ccc(NC(c2ccccc2)c2ccc3cccnc3c2O)cc1 (stereo not drawn) was read as TGFb inhibitor -7%, ATXN2 expr inh 2.8µM*, S2 tox inactive, MCF10A rereplic inconclusive, Nrf2 inh inconclusive, Nrf2 ARE act 0.0%, HepG2 tox -1%, A549 viability -22% and EPAC2 antag -1%.
Screening O=C(COc1ccccc1F)Nc1c2c(nn1-c1ccccc1)CS(=O)(=O)C2 returned TGFb inhibitor -24%, ATXN2 expr inh 1%, S2 tox inactive, MCF10A rereplic -1%, Nrf2 inh -2%, Nrf2 ARE act -0.1%, HepG2 tox -12%, A549 viability -1% and EPAC2 antag -4%.
Screening Cc1cc(NC(=O)CCC(=O)N(CC(=O)NC2CCCC2)Cc2ccc(F)cc2)no1 returned TGFb inhibitor -14%, ATXN2 expr inh 0%, S2 tox inactive, MCF10A rereplic 3%, Nrf2 inh 2%, Nrf2 ARE act -0.2%, HepG2 tox 0%, A549 viability -8% and EPAC2 antag 14%.
CC1(C)CC(=O)C2=C(C1)NC(Nc1nc3ccccc3o1)=NC2c1cccnc1 (stereo not drawn) was read as TGFb inhibitor -4%, Nrf2 inh 11%, HepG2 tox 4% and A549 viability 12%.
Screening CC(NC(=O)COC(=O)C1CCN(c2ccc(C(F)(F)F)cn2)CC1)c1ccc(F)cc1 (stereo not drawn) returned TGFb inhibitor 3%, S2 tox inactive, MCF10A rereplic 3%, Nrf2 inh -14%, Nrf2 ARE act 0.0%, HepG2 tox 10%, A549 viability -2% and EPAC2 antag -11%.
For C[C@H](CO)N1C[C@H](C)[C@@H](CN(C)C(=O)Nc2ccccc2)Oc2c(NC(=O)Nc3ccc(C(F)(F)F)cc3)cccc2C1=O the results were TGFb inhibitor 16µM*, ATXN2 expr inh inconclusive, MCF10A rereplic inconclusive, Nrf2 inh inconclusive, Nrf2 ARE act -3.1%, HepG2 tox -97%, A549 viability inconclusive and EPAC2 antag -3%.
Screening CN1CCN(CCNC(=O)c2cn(Cc3ccccc3F)nn2)CC1 returned TGFb inhibitor 3%, ATXN2 expr inh -6%, S2 tox inactive, MCF10A rereplic 12%, Nrf2 inh 12%, Nrf2 ARE act -0.6%, HepG2 tox -5%, A549 viability 8% and EPAC2 antag 24%.
Screening COc1ccc(Cn2nc(-c3ccccc3)c(N3CCCCC3)cc2=O)cc1 returned TGFb inhibitor inconclusive, ATXN2 expr inh -21%, S2 tox inactive, MCF10A rereplic inconclusive, Nrf2 inh -2%, Nrf2 ARE act 6.9%, HepG2 tox 22µM*, A549 viability 6% and EPAC2 antag inconclusive.
OC(COCc1ccco1)CN1CCN(c2ccccc2)CC1 (stereo not drawn) was read as TGFb inhibitor inconclusive, ATXN2 expr inh -7%, S2 tox inactive, MCF10A rereplic 13%, Nrf2 inh 3%, Nrf2 ARE act -0.8%, HepG2 tox 5%, A549 viability -3% and EPAC2 antag 5%.
`CCn1c(Cc2ccccc2)nnc1SCC(=O)Nc1ccccc1F` gave TGFb inhibitor -18%, ATXN2 expr inh -1%, S2 tox inactive, MCF10A rereplic -16%, Nrf2 inh 3%, Nrf2 ARE act 4.9%, HepG2 tox -25%, A549 viability 0% and EPAC2 antag -2%.
`CCc1ccccc1NC(=O)Cn1nc2c3cc(F)ccc3n(Cc3cccc(C)c3)cc-2c1=O` gave TGFb inhibitor 0%, ATXN2 expr inh 7%, S2 tox inactive, Nrf2 inh 20%, Nrf2 ARE act -0.7%, HepG2 tox -53% and A549 viability 6%.
`COc1cccc(Nc2nc(C(N)Cc3ccc(C(F)(F)F)cc3)cs2)n1` (stereo not drawn) gave TGFb inhibitor inconclusive, ATXN2 expr inh 20µM*, Nrf2 ARE act -3.1%, HepG2 tox 10µM* and EPAC2 antag 4%.
c1ccc(SCc2nc3ccccc3s2)nc1 was read as TGFb inhibitor 0%, ATXN2 expr inh 43%[activator], S2 tox inactive, MCF10A rereplic 7%, Nrf2 inh inconclusive, Nrf2 ARE act 6.0%, HepG2 tox -11%, A549 viability -2% and EPAC2 antag inconclusive.
For O=C(NCc1ccccc1C(F)(F)F)C1CC(c2ccccc2[N+](=O)[O-])=NO1 (stereo not drawn) the results were TGFb inhibitor -1%, ATXN2 expr inh 8%, S2 tox inactive, MCF10A rereplic 4%, Nrf2 inh 12%, Nrf2 ARE act 7.2%, HepG2 tox -4%, A549 viability 1% and EPAC2 antag -8%.
For COc1ccc(N(CC(=O)NCc2cccs2)S(=O)(=O)c2ccc(C(C)=O)cc2)cc1 the results were TGFb inhibitor -1%, S2 tox inactive, Nrf2 ARE act -0.3%, HepG2 tox 2% and EPAC2 antag -11%.
For COC(C[C@@H](O)[C@H](C)[C@@H](O)COCc1ccccc1)OC the results were TGFb inhibitor 0%, ATXN2 expr inh 7%, S2 tox inactive, MCF10A rereplic 24%, Nrf2 inh -13%, Nrf2 ARE act 0.7%, HepG2 tox 7%, A549 viability -1% and EPAC2 antag 2%.
For Cc1nn(CC(=O)Nc2nc3ccccc3s2)c(C)c1[N+](=O)[O-] the results were TGFb inhibitor -6%, ATXN2 expr inh -5%, S2 tox inactive, MCF10A rereplic 11%, Nrf2 inh 9%, Nrf2 ARE act -0.2%, HepG2 tox -22%, A549 viability 1% and EPAC2 antag 5%.
For S=c1[nH]nc(C2CC2c2ccc(Cl)cc2)n1-c1ccc(Cl)cc1 (stereo not drawn) the results were TGFb inhibitor inconclusive, ATXN2 expr inh 5%, S2 tox inactive, MCF10A rereplic inconclusive, Nrf2 inh inconclusive, Nrf2 ARE act 2.1%, HepG2 tox -30%, A549 viability inconclusive and EPAC2 antag -28%.
`C/C(=C\COc1ccc2ccc(=O)oc2c1)CC[C@@H](O)C(C)(C)O` gave TGFb inhibitor -8%, ATXN2 expr inh 20%, S2 tox inactive, MCF10A rereplic -16%, Nrf2 inh 9%, Nrf2 ARE act 1.4%, HepG2 tox -10%, A549 viability -2% and EPAC2 antag -2%.
Screening Cc1cccc(N2CCN(C(=O)C3CCCCC3)CC2)c1C returned TGFb inhibitor inconclusive, ATXN2 expr inh -26%, S2 tox inactive, MCF10A rereplic 17%, Nrf2 inh -15%, Nrf2 ARE act -0.9%, HepG2 tox -25%, A549 viability 10% and EPAC2 antag 9%.
CN(CC(=O)Nc1ccc(Cl)cc1)CC(=O)Nc1ccc(F)c(F)c1F was read as TGFb inhibitor inconclusive, ATXN2 expr inh -13%, S2 tox inactive, MCF10A rereplic -1%, Nrf2 inh -40%, Nrf2 ARE act 0.4%, HepG2 tox -19%, A549 viability -1% and EPAC2 antag -12%.
COc1ccc2oc(=N)c(C(=O)Nc3cccc(C)c3C)cc2c1 was read as TGFb inhibitor 19%, ATXN2 expr inh 36%, S2 tox inactive, MCF10A rereplic 5%, Nrf2 inh 14%, Nrf2 ARE act 3.1%, HepG2 tox -26%, A549 viability 6% and EPAC2 antag 0%.
Screening COC(=O)CSc1ccc2nnc(-c3ccc(OC)c(OC)c3)n2n1 returned TGFb inhibitor 5%, ATXN2 expr inh 2%, S2 tox inactive, MCF10A rereplic 7%, Nrf2 inh -24%, Nrf2 ARE act 0.0%, HepG2 tox 2%, A549 viability -5% and EPAC2 antag 4%.
For CCOC(=O)C1CCN(CC(C)(C)NS(=O)(=O)c2ccccc2)CC1 the results were TGFb inhibitor 3%, ATXN2 expr inh -11%, S2 tox inactive, MCF10A rereplic inconclusive, Nrf2 inh 9%, Nrf2 ARE act -0.1%, HepG2 tox -1%, A549 viability -1% and EPAC2 antag 2%.
For Cc1ccc(Cn2nc(C)c(C(=O)N3CCN(S(=O)(=O)/C=C/c4ccccc4)CC3)c2C)cc1 the results were TGFb inhibitor inconclusive, ATXN2 expr inh -19%, S2 tox inactive, MCF10A rereplic 3%, Nrf2 inh 5%, Nrf2 ARE act 0.0%, HepG2 tox 1%, A549 viability -5% and EPAC2 antag -13%.
COc1cc(OC)cc(C(=O)NC(=S)Nc2ccc3oc(=O)ccc3c2)c1 was read as TGFb inhibitor 4%, ATXN2 expr inh 0%, S2 tox inactive, MCF10A rereplic 0%, Nrf2 inh 3%, Nrf2 ARE act -0.5%, HepG2 tox -2%, A549 viability -2% and EPAC2 antag 4%.
`COc1ccccc1NC(=O)COC(=O)c1c(NC(C)=O)sc(C)c1C` gave TGFb inhibitor 8%, S2 tox inactive, Nrf2 ARE act 0.1%, HepG2 tox -4% and EPAC2 antag 7%.

Three entries out of the list, arranged by SMILES length, low to high.
Screening Cc1cccc(N2CCN(C(=O)C3CCCCC3)CC2)c1C returned TGFb inhibitor inconclusive, ATXN2 expr inh -26%, S2 tox inactive, MCF10A rereplic 17%, Nrf2 inh -15%, Nrf2 ARE act -0.9%, HepG2 tox -25%, A549 viability 10% and EPAC2 antag 9%.
CC1(C)CC(=O)C2=C(C1)NC(Nc1nc3ccccc3o1)=NC2c1cccnc1 (stereo not drawn) was read as TGFb inhibitor -4%, Nrf2 inh 11%, HepG2 tox 4% and A549 viability 12%.
For COc1ccc(N(CC(=O)NCc2cccs2)S(=O)(=O)c2ccc(C(C)=O)cc2)cc1 the results were TGFb inhibitor -1%, S2 tox inactive, Nrf2 ARE act -0.3%, HepG2 tox 2% and EPAC2 antag -11%.
